Screening data (PubChem)
Salmonella PhoP GFP = Inhibition of PhoP regulon, Salmonella typhi GFP reporter cells, confirmation, 4 h (AID 1850) | Salmonella Typhi PhoP-promoter GFP reporter, fluorescence, 4 h; higher % means a stronger effect | one-dose inhibition, % at 50 µM; IC50 in µM for titrated hits | 0.33% of 310,000 active; in the data active means a potency from the dose series; inconclusive means inhibition mostly from about 25% at the one dose, without a potency; inactive means the rest, 99 in 100 with inhibition below about 19%;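 further: 0% = induced wells with vehicle and 100% = uninduced wells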
H1N1 NS1A inhibition = H1N1 influenza NS1A inhibitors, functional cell based assay (AID 504329); inhibition, % at 12.5 µM, or IC50 in µM where a hit was titrated; 0.3% of 340,000 active; NS1A functional cell-based assay, percent inhibition; higher % means a stronger effect; in the data active means a potency from the dose series; inconclusive means inhibition above about 27% without an active follow-up result; further: strong numbers were not always called active
VEEV TC-83 Vero = inhibitors of VEEV TC-83 cytopathic effect, confirmation, Vero cells (AID 588727). Vero cells, VEEV TC-83 cytopathic effect inhibition; higher % means a stronger effect. 0.13% of 350,000 active. one-dose inhibition, % at 20 µM; IC50 in µM for titrated hits; in the data active means a potency from the dose series; inconclusive means inhibition mostly from about 14% at the one dose, without a potency; inactive means the rest, 99 in 100 with inhibition below about 12%; further: strong numbers were not always called active
M. tuberculosis = growth inhibition of non-replicating M. tuberculosis (AID 488890) | Mycobacterium tuberculosis non-replicating, growth inhibition; higher % means a stronger effect | inhibition, % at 25 µM, or IC50 in µM where a hit was titrated | 0.39% of 320,000 active; in the data active means a potency from the dose series; inconclusive means inhibition mostly from about 82% at the one dose, without a potency; inactive means the rest, 99 in 100 with inhibition below about 76%;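 further: plate controls were DMSO cells for no effect and high antibiotic wells for full effect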
H37Rv inhibition = M. tuberculosis growth inhibition, HTS (AID 449762); M. tuberculosis H37Rv growth inhibition, 7H9 media; higher % means a stronger effect; inhibition, % at 25 µM, or IC50 in µM where a hit was titrated; 0.59% of 330,000 active; in the data active means a potency from the dose series; inconclusive means inhibition above about 70% without an active follow-up result;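 further: bacterial growth assessed after seven days of incubation; strong numbers were not always called active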
VEEV TC-83 Vero 10K pilot screen = recorded beside VEEV TC-83 Vero, whose call it bears; inhibition, %; measured here: 10K pilot screen inhibition
An asterisk follows results filed as active; i = inactive; ? = inconclusive; · = not tested or not shown; & = joins results of further samples.

SMILES	Salmonella PhoP GFP	H1N1 NS1A inhibition	VEEV TC-83 Vero	M. tuberculosis	H37Rv inhibition	others
O=C(CCN1CCCO1)NC1CCCc2c1cnn2-c1ccccc1F (centres undefined)	3%	-1%	1.3%	5%	-5%
O=C(NC1CC(=O)N(c2ccccc2)C1)N1CCN(C(=O)c2ccco2)CC1 (centres undefined)	3%	-2%	0.0%	2%	5%
CC(C)C(=O)NC(Nc1ccccc1F)C(Cl)(Cl)Cl (centres undefined)	1%	-1%	i	-4%	-1%
O=C(NCc1ccccn1)c1ccc2c(=O)n3nc(Nc4ccccc4)sc3nc2c1	3%	4%	1.3%	-19%	16%
Nc1c(N(Cc2ccco2)C(=O)c2ccc(Br)cc2)c(=O)[nH]c(=O)n1Cc1ccccc1	·	4%	8.0%	23%	8%
Cc1ccc(C)c(OCCC(=O)OCC(=O)NCCc2ccc(S(N)(=O)=O)cc2)c1	2%	-2%	0.2%	43%	-3%
COC(=O)COc1ccc2c(c1)O/C(=C\c1cccc([N+](=O)[O-])c1)C2=O	-1%	20%	i	?	?
CSC1=C(C#N)C2(CCCC2)C(C#N)=C(N)N1	1%	·	·	11%	-4%
Cc1ccccc1S(=O)Cc1ccc(C(=O)NC2CC2)o1 (centres undefined)	-5%	-2%	0.7%	-4%	-7%
C[C@H](NC(=O)N1CCn2c1nc1ccccc12)C(=O)NCC1CCCO1 (some centres undefined)	8%	10%	i	12%	0%
O=C(CCCSc1nnc(-c2cccs2)n1CC1CCCO1)c1ccccc1 (centres undefined)	-8%	10%	8.6%	38%	-2%
COc1ccccc1NC(=O)C1=C(C)NC(=O)NC1c1cccs1 (centres undefined)	7%	·	i	1%	3%
CN(Cc1cnn(-c2ccccc2)c1)C(=O)C1CCC(=O)N(C2CC2)C1 (centres undefined)	-6%	-3%	2.6%	-3%	-3%
C=CCn1c(SCC(=O)c2ccc(O)c(O)c2)nnc1-c1cccc(Cl)c1	·	1%	0.2%	32%	-7%	VEEV TC-83 Vero 10K pilot screen=1.9
C=CCc1ccc(OCC(O)CN2CCCCC2)c(OC)c1 (centres undefined)	5%	5%	i	32%	2%
CCn1cnc2cc(NCc3ccc(C)cc3)ccc21	7%	-4%	0.8%	17%	6%
COc1ccc(/C=N/NC(=O)c2nn(C)cc2Br)cc1CSCc1ccco1	0%	15%	7.9%	4%	7%
CCCCc1nc2sc3c(c2c(=O)[nH]1)CCC3	2%	0%	0.0%	-14%	3%
Cc1onc(-c2c(Cl)cccc2Cl)c1CO/N=C(\C#N)c1c(Cl)cccc1Cl	-4%	-21%	9.0%	6%	-8%
CCOC(=O)N/N=C/c1ccc(OC)c(O)c1	-3%	-18%	0.3%	72%	6%
Cc1ccc(C2N=C(N)Nc3nc4ccccc4n32)cc1 (centres undefined)	-14%	9%	i	9%	-5%
CCOC(=O)C1=C(COC(=O)/C=C/c2cc(Br)ccc2F)NC(=O)NC1C (centres undefined)	3%	-14%	6.5%	-2%	52%
COc1ccc(C(=O)NC2CCCCCC2)cc1S(=O)(=O)N1CCCC1	8%	4%	i	24%	2%
Cc1cc(S(=O)(=O)Nc2ccc(C(=O)NCc3cccnc3)cc2)ccc1F	0%	3%	1.0%	10%	4%
COCCNc1nc(NCc2ccccc2)c2cnn(C)c2n1	3%	-1%	6.0%	-14%	-6%

The closing two compounds of the part above lead into the next:
SMILES	Salmonella PhoP GFP	H1N1 NS1A inhibition	VEEV TC-83 Vero	M. tuberculosis	H37Rv inhibition	others
Cc1cc(S(=O)(=O)Nc2ccc(C(=O)NCc3cccnc3)cc2)ccc1F	0%	3%	1.0%	10%	4%
COCCNc1nc(NCc2ccccc2)c2cnn(C)c2n1	3%	-1%	6.0%	-14%	-6%
Cc1noc(C)c1NC(=O)Nc1cccc2c1O[C@H](CN(C)C(=O)Nc1ccc3c(c1)OCO3)[C@@H](C)CN([C@H](C)CO)C2=O	·	-2%	0.6%	7%	2%
CCN(CCNc1ccc([N+](=O)[O-])c2cccnc12)S(=O)(=O)c1ccc(Cl)cc1	-5%	8%	i	17%	7%
CCOC(=O)c1cnc(NCc2ccccc2)nc1C	15%	-22%	i	27%	16%
Cn1c(-c2sc3cc(C(F)(F)F)cnc3c2-c2cccnc2)n[nH]c1=S	16%	-1%	1.4%	0%	-5%
Cc1cc2nnc(SCC(=O)Nc3cc(S(=O)(=O)N4CCOCC4)ccc3Cl)n2c2ccccc12	-4%	-3%	8.8%	-8%	1%
COc1cc(Br)c(C(=O)c2nccc3cc(OC)c(OC)cc23)cc1OC	-8%	6%	2.3%	7%	13%
C[C@]12CC(O)C3C(CCC4=CC(=O)CC[C@@]43C)C1CCC2c1csc(-c2ccccc2)n1 (some centres undefined)	-15%	-7%	i	-11%	7%
Cc1cc(OCC(=O)Nc2ccccc2C(N)=O)c2c(C)cc(=O)oc2c1	1%	-1%	6.5%	-4%	-5%
CCCCC(c1nnnn1CS(=O)(=O)c1ccc(C)cc1)N1CCC(C(N)=O)CC1 (centres undefined)	·	6%	0.7%	·	·
O=C(Cc1n[nH]c(=O)c2ccccc12)Nc1cc(C(F)(F)F)ccc1-n1cncn1	·	-7%	7.5%	·	·
COc1ccc(/C(C)=N/Nc2ncc(Cl)cc2Cl)c(O)c1	8%	-3%	i	4.5µM*	?
CC(C)(C)c1ccc(C(=O)NNC(=O)c2ccncc2)cc1	-12%	-4%	0.6%	53%	-5%
CCCNC(=O)C1CCN(S(=O)(=O)c2ccc(Br)cc2)CC1	10%	-15%	i	11%	6%
CCN(C(=O)Nc1ccccc1OC)c1c(N)n(Cc2ccccc2)c(=O)[nH]c1=O	-8%	9%	1.0%	13%	0%
CCc1ccc(NC(=O)CCNS(=O)(=O)c2cccc3nsnc23)cc1	-1%	-1%	i	-9%	18%
CC(=O)c1ccc(NC(=S)Nc2ccc(N3CCOCC3)cc2)cc1	-6%	12%	0.1%	5%	2%
O=C(Nc1ccc(N2CCOCC2)cc1)C1CCN(C(=O)OCc2ccccc2)CC1	-2%	-7%	?	13%	-5%
CCCCn1c(N)c(N(CCOC)C(=O)c2cc(=O)[nH]c3ccccc23)c(=O)[nH]c1=O	·	1%	2.2%	12%	3%
COc1ccc([N+](=O)[O-])cc1N/C(=N/S(=O)(=O)c1ccccc1)c1ccccc1	8%	5%	9.9%	3%	-8%
Cc1ccc2c(c1)c1c3n2CCN(C=O)C3CCC1 (centres undefined)	-1%	3%	2.4%	35%	4%
COc1ccc(CCNC(=O)C2=COCCO2)cc1	1%	11%	1.4%	75%	3%
COc1ccc(N(CC(=O)Nc2nc3ccc(C)cc3s2)S(=O)(=O)c2c(C)nn(C)c2C)cc1	-6%	1%	8.7%	28%	-10%
CN1C(=O)c2cccc(NCCCCCCN3C(=O)c4ccccc4C3=O)c2C1=O	1%	-15%	1.8%	5%	3%
Cc1cccc(NC(=O)c2ccccc2OCC(=O)c2ccc(F)cc2)c1	1%	-6%	0.4%	-12%	10%
Cc1c(/C=N/n2cnnc2)c2ccccc2n1C	5%	7%	5.8%	2%	-4%

Next entries follow:
SMILES	Salmonella PhoP GFP	H1N1 NS1A inhibition	VEEV TC-83 Vero	M. tuberculosis	H37Rv inhibition	others
Nc1c(C=C2C=CC(=O)C=C2)c(=O)nc2sc(CC(=O)N3CCCC3)nn12	6%	4%	6.4%	-3%	-3%
Cc1ccc(OCc2nnc(SCC(=O)CC(=O)Nc3ccccc3)o2)cc1	-3%	7%	2.0%	55%	1%
CCCCCCCCNC1=CC(=O)CC(C)(C)C1	-3%	-2%	0.4%	67%	6%
O=S(=O)(NCC1CC1)c1ccc(F)c(Cl)c1	-6%	-1%	0.3%	2%	1%
Clc1ccccc1OCc1nnc(-c2ccccc2)o1	-33%	1%	5.1%	4.3µM*	9%
O=C(N/N=C/c1ccc(OC(=O)c2ccc([N+](=O)[O-])cc2)cc1)c1cccnc1	-6%	-3%	9.9%	66%	9%
CC(=O)c1ccc(N2CCN(S(=O)(=O)c3cccc4nonc34)CC2)cc1	18%	·	1.1%	10%	-2%
COc1ccc(C(=O)NCC(=O)N/N=C/c2ccc(C)o2)cc1OC	9%	-1%	0.9%	24%	11%
COc1cccc(/C=C2\SC(=O)N(CCC(=O)NNC(=O)c3cccc(Cl)c3)C2=O)c1	-5%	-1%	i	3%	0%
O=C(CSc1ncccc1C(=O)O)c1ccccc1	-17%	-3%	2.0%	10%	-2%
CC(=O)c1cccc(NC(=O)c2cc(-n3cnnc3)ccc2Cl)c1	6%	-3%	i	3%	-4%
CCc1cccc(CC)c1N(COC)C(=O)CCl	·	-3%	0.3%	·	·
COc1cc(C(=O)O/N=C2\C=CC(=O)C(C)=C2)cc(OC)c1OC	121µM*	5%	i	77%	-10%
COC(=O)[C@@H]1C[C@H]2CC[C@H](O)C[C@H]2N1Cc1ccc(Cl)cc1	-9%	4%	i	-6%	-1%
NC(=O)c1sc(-c2ccsc2)cc1NS(=O)(=O)c1ccc(C(F)(F)F)cc1	-8%	·	9.1%	8%	8%
CC(=O)N(C)c1nnc(-c2ccccn2)s1	5%	1%	0.9%	-1%	9%	VEEV TC-83 Vero 10K pilot screen=1.7
Nc1ccc(C(=O)OCC(=O)NC2CCS(=O)(=O)C2)cc1[N+](=O)[O-] (centres undefined)	4%	-12%	0.1%	-11%	-3%
CN(C)CCNc1nc2sc3c(c2c(=O)n1CCc1ccccc1)CCCCC3	11%	13%	i	?	?
C[N+](C)(C)C[C@H](O)CC(=O)[O-]	6%	-2%	0.4%	-27%	-4%
CC12CCC(C(=O)N(CC(O)CN3CCCCC3)C1=O)C2(C)C (centres undefined)	-12%	3%	0.5%	0%	7%
O=C(CCCn1c(=S)[nH]c2cc3c(cc2c1=O)OCO3)N1CCN(c2ccc(F)cc2)CC1	-3%	-5%	i	-1%	-5%
CC(C)(C)NC(=O)CC(c1ccccc1)c1ccccc1O (centres undefined)	-5%	-6%	1.0%	-11%	-4%
O=C(NCCC1=CCCCC1)c1ccc(F)c(S(=O)(=O)N2CCOCC2)c1	-4%	-17%	0.5%	-7%	3%
CC(=O)c1ccc(OCC(=O)NCc2ccc(F)cc2)cc1	14%	7%	0.8%	-1%	9%
O=C1O[C@H](CO)[C@@H](O)[C@H](O)[C@H]1O	·	-4%	0.2%	·	·

Further records.
SMILES	Salmonella PhoP GFP	H1N1 NS1A inhibition	VEEV TC-83 Vero	M. tuberculosis	H37Rv inhibition	others
COc1ccc2ccc(=O)oc2c1CC(O)C(C)(C)O (centres undefined)	0%	2%	0.4%	-9%	-8%
Cc1ccc(S(=O)(=O)N2CCN(C(=O)C3Cc4ccccc4CN3C(=O)c3ccco3)CC2)cc1 (centres undefined)	-4%&-4%	-6%	0.4%	1%	2%
CC(Cc1ccccc1)C(=O)NCCO (centres undefined)	-3%	-3%	0.9%	14%	12%
COc1ccc([N+](=O)[O-])cc1NC(=O)CSc1nc(C)cc(C)n1	-2%	4%	1.5%	?	?
Fc1c(F)c(-n2nnc3ccccc32)c(F)c(F)c1Cl	10%	-5%	i	3%	3%
Cc1nn(CC(=O)Nc2ccc(N3CCOCC3)cc2)c(C)c1[N+](=O)[O-]	·	5%	1.6%	2%	-4%
CCN(CC(=O)Nc1ccc(OC(F)F)cc1)C1CCCCC1	-5%	0%	4.3%	28%	-1%
COC(=O)[C@H]1C[C@@H]1[C@H](NC(=O)OCc1ccccc1)c1ccccc1	-2%	-4%	0.5%	3%	5%	VEEV TC-83 Vero 10K pilot screen=2.1
COC(=O)C1=Nc2ccccc2/C1=C\c1c(O)n(-c2ccc(OC)cc2)c(=O)[nH]c1=O	1%	21%	3.5%	5%	2%
CC(=O)/C=C\c1ccccc1OC(=O)c1cc2ccccc2oc1=O	-2%	-8%	4.0%	18%	0%

Filtered by structure: the compounds so far with a furan ring, fused or not
SMILES	Salmonella PhoP GFP	H1N1 NS1A inhibition	VEEV TC-83 Vero	M. tuberculosis	H37Rv inhibition	others
O=C(NC1CC(=O)N(c2ccccc2)C1)N1CCN(C(=O)c2ccco2)CC1 (centres undefined)	3%	-2%	0.0%	2%	5%
Nc1c(N(Cc2ccco2)C(=O)c2ccc(Br)cc2)c(=O)[nH]c(=O)n1Cc1ccccc1	·	4%	8.0%	23%	8%
Cc1ccccc1S(=O)Cc1ccc(C(=O)NC2CC2)o1 (centres undefined)	-5%	-2%	0.7%	-4%	-7%
COc1ccc(/C=N/NC(=O)c2nn(C)cc2Br)cc1CSCc1ccco1	0%	15%	7.9%	4%	7%
COc1ccc(C(=O)NCC(=O)N/N=C/c2ccc(C)o2)cc1OC	9%	-1%	0.9%	24%	11%
Cc1ccc(S(=O)(=O)N2CCN(C(=O)C3Cc4ccccc4CN3C(=O)c3ccco3)CC2)cc1 (centres undefined)	-4%&-4%	-6%	0.4%	1%	2%
